TDP1 inh – inhibitors of human tyrosyl-DNA phosphodiesterase TDP1; recombinant TDP1, AlphaScreen DNA substrate cleavage; actives 0.28% (n = 350,000); Q9NUW8; Potency, µM (top dose mostly 130 µM), inactives show at the top dose activity change, negative = inhibition, most hits filed as inhibitors; AID 485290; also: nearly all actives have a fitted effect of over 40% in size
Target sequence (Q9NUW8 whole entry, looked up): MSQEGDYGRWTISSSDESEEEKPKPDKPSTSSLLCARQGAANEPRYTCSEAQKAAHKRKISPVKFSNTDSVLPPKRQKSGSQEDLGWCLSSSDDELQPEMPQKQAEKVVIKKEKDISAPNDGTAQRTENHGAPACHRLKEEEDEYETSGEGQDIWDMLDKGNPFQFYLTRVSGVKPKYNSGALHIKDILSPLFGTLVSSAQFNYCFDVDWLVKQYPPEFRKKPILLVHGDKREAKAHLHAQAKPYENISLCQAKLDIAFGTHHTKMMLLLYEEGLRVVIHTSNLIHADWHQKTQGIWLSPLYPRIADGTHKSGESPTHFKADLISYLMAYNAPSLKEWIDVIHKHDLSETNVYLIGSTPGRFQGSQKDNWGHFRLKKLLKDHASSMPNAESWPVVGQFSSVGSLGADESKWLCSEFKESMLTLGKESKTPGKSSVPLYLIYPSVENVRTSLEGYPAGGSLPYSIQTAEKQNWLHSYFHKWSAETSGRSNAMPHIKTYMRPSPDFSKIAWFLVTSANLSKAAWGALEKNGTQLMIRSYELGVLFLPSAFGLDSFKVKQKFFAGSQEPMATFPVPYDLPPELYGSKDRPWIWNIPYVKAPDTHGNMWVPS
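Recombinant E. coli-expressed Tdp1 (1 nM) preincubated with compound 15 min at RT, then 5'-biotin/3'-phosphotyrosine-FITC DNA substrate (15 nM) added for 5 min. AlphaScreen beads (10 ug/ml) added, 10 min RT; tyrosine-FITC cleavage read as signal loss.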
TDP1 cell noCPT – qHTS for Inhibitors of human tyrosyl-DNA phosphodiesterase 1 (TDP1): qHTS in cells in absence of CPT; Potency, µM (doses to about 46.2 µM), without a hit: at the highest dose activity change, negative = growth inhibition, usual class: inhibitors; actives 15% (n = 420,000); DT40 Tdp1-/- hTDP1 cells, no CPT, ATP luminescence, 48 h; also: nearly all actives have a fitted effect of over 55% in size
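No-CPT arm: Tdp1-/-;hTDP1 DT40 cells (400/well) plus compounds, incubated ≥48 hr at 37 °C. Readout CellTiter-Glo luminescence.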
KAT2A inh – GCN5L2 (KAT2A) acetyltransferase inhibition | Q92830 | GCN5L2 HAT assay, ThioGlo1 CoA-SH fluorescence | Potency, µM (doses to about 58.9 µM), without a hit: at the highest dose activity change, negative = inhibition, most hits filed as inhibitors | actives 0.21% (n = 390,000)
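Enzyme at 20nM final was mixed with library compounds for 15 min at room temperature. Peptide H3(1-25) at 75uM, acetyl-CoA at 70uM and ThioGlo1 at 50uM were then added. Plates were read immediately and after 20 min (Ex340nm/Em540nm).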
Starred values were filed as active, the others as inactive; ? = inconclusive; · = no result given; [ ] = dose if it differs, or a comment. Calls follow the shape of the dose curve; as a rule, active = well fitted curve in the direction sought with a large enough effect; inconclusive = small, poorly fitted or top-dose-only effect, or another doubt; inactive = no such curve, though single readings can be large; an effect the other way counts as inactive or inconclusive. % is scaled to controls: 0 for no effect and ±100 for the full control effect; potency is read from the fitted curve at half-maximal effect. This is a subset. The share of hits here may be higher or lower than overall.

SMILES	TDP1 inh	TDP1 cell noCPT	KAT2A inh
Cc1ccc(N2CCN(C(=O)c3nn(C)c4c3CSc3ccccc3-4)CC2C)cc1 (stereo unspecified)	8.6%	?	-2.6%
CCCn1c(=O)c2sccc2n2c(CCCC(=O)NC3CCN(Cc4ccccc4)CC3)nnc12	4.2%	-21.1%	0.6%
CCn1c(C)c(C(C)=O)cc(C#N)c1=O	10.8%	-5.8%	-8.1%
Cc1cccc(NC(=O)c2ccc(Cl)c(NC(=O)c3ccncc3)c2)c1C	3.0%	-26.4%	-3.8%
COc1ccc(C(=O)NCC(=O)OCC(=O)c2ccc3c(c2)NC(=O)CO3)cc1OC	6.0%	-30.3%	0.6%
C=CCOc1ccc(CN(C)CC(O)COc2cccc3ccccc23)cc1 (stereo unspecified)	4.3%	?	-4.0%
COc1cccc(N2CCN(CC(=O)Nc3ccccc3C(=O)NCc3ccccc3)CC2)c1	4.6%	16.4µM*	-11.0%
Cc1ccc(S(=O)(=O)/N=C(/c2ccccc2)N(C)C)c(C)c1	-0.4%	-9.9%	-1.8%
Cc1onc(C(N)=O)c1C(=O)Nc1ncc(C(F)(F)F)cc1Cl	0.0%	-6.8%	0.8%
C=CCn1c2ccccc2n2nc(C)c(=O)nc12	-4.9%	-3.5%	-12.2%
Cc1nn(-c2ccccc2)c2sc(C(=O)Nc3ccccc3Br)cc12	-6.3%	·	-7.1%
COc1ccccc1N1CCN(c2ccc(=O)n(CC(=O)Nc3cc(F)ccc3C)n2)CC1	0.0%	23.1µM*	3.5%
CN(C)Cc1c(C(=O)N/N=C/c2ccccc2OCc2ccc(F)cc2)nnn1-c1nonc1N	-5.0%	7.5%	-2.4%
O=C(O)C1=C(C(=O)Nc2cccc(C(F)(F)F)c2)CCCC1	4.9%	2.3%	-0.5%
CCCSc1nnc(CSc2nc3ccccc3s2)n1-c1ccccc1	1.9%	?	-18.3%
O=C(NCCCn1ccnc1)c1ccc(F)cc1	·	4.1%	-9.2%
CC(C)COP(=O)(c1ccc(N(C)C)cc1)C(O)c1ccc(N(C)C)cc1 (stereo unspecified)	·	0.9%	-1.1%
COc1cc(C2C=C(C(=O)O)Nc3ncnn32)ccc1O (stereo unspecified)	-5.0%	-5.7%	2.2%
CNC(=O)c1ccsc1NC(=O)C1CCN(S(=O)(=O)c2cccs2)CC1	-5.1%	?	-1.7%
CC(C)OC(=O)c1cn(-c2ccccc2)nc1-c1ccco1	-3.3%	?	-18.5%

Filtered by structure: those above with a halogen (7)
SMILES	TDP1 inh	TDP1 cell noCPT	KAT2A inh
Cc1cccc(NC(=O)c2ccc(Cl)c(NC(=O)c3ccncc3)c2)c1C	3.0%	-26.4%	-3.8%
Cc1onc(C(N)=O)c1C(=O)Nc1ncc(C(F)(F)F)cc1Cl	0.0%	-6.8%	0.8%
Cc1nn(-c2ccccc2)c2sc(C(=O)Nc3ccccc3Br)cc12	-6.3%	·	-7.1%
COc1ccccc1N1CCN(c2ccc(=O)n(CC(=O)Nc3cc(F)ccc3C)n2)CC1	0.0%	23.1µM*	3.5%
CN(C)Cc1c(C(=O)N/N=C/c2ccccc2OCc2ccc(F)cc2)nnn1-c1nonc1N	-5.0%	7.5%	-2.4%
O=C(O)C1=C(C(=O)Nc2cccc(C(F)(F)F)c2)CCCC1	4.9%	2.3%	-0.5%
O=C(NCCCn1ccnc1)c1ccc(F)cc1	·	4.1%	-9.2%

Pulled by structure from above (2):
SMILES	TDP1 inh	TDP1 cell noCPT	KAT2A inh
CC(C)OC(=O)c1cn(-c2ccccc2)nc1-c1ccco1	-3.3%	?	-18.5%
COc1ccc(C(=O)NCC(=O)OCC(=O)c2ccc3c(c2)NC(=O)CO3)cc1OC	6.0%	-30.3%	0.6%

4 structures out of the list, ordered by SMILES length, rising:
SMILES	TDP1 inh	TDP1 cell noCPT	KAT2A inh
Cc1onc(C(N)=O)c1C(=O)Nc1ncc(C(F)(F)F)cc1Cl	0.0%	-6.8%	0.8%
Cc1ccc(N2CCN(C(=O)c3nn(C)c4c3CSc3ccccc3-4)CC2C)cc1 (stereo unspecified)	8.6%	?	-2.6%
COc1ccccc1N1CCN(c2ccc(=O)n(CC(=O)Nc3cc(F)ccc3C)n2)CC1	0.0%	23.1µM*	3.5%
CN(C)Cc1c(C(=O)N/N=C/c2ccccc2OCc2ccc(F)cc2)nnn1-c1nonc1N	-5.0%	7.5%	-2.4%

Following part:
SMILES	TDP1 inh	TDP1 cell noCPT	KAT2A inh
COC(=O)c1sccc1Oc1ccc(F)cc1[N+](=O)[O-]	1.9%	-24.3%	0.1%
CC(=O)COc1cccc2ccc(/C=C/c3ccc(Br)s3)nc12	·	?	?
O=C(CN1CCCc2ccccc21)N/N=C/c1ccccc1O	1.1%	4.11µM*	-3.5%
Cc1cc(C)c2c(=O)n(CC(=O)NC3CCCC3)sc2n1	·	4.11µM*	?
COc1ccc(OC)c(N=c2ssnc2Cl)c1	5.9%	11.6µM*	28.2µM*
CC1=C(C#N)C(c2cccnc2)C2=C(CC(c3ccc(Cl)cc3)CC2=O)N1 (stereo unspecified)	5.9%	-9.0%	-15.2%
CCOC(=O)C(CC)n1cnc2c(cnn2-c2ccc(Cl)cc2)c1=O (stereo unspecified)	9.4%	18.4µM*	-6.5%
CCCCn1nc2cc(C(=O)NCc3ccccc3OC)ccc2c1OCC	-2.8%	-13.0%	-21.6%
COc1ccc(CN2CCN(C(=O)CC(C)C)CC2)c2ccccc12	0.0%	?	-4.3%
Cc1cc2c(cc1S(=O)(=O)CCC(=O)N(C)C1CCCCC1)OCC(=O)N2	3.9%	-11.9%	?
CC1CN(S(=O)(=O)c2cccc(C(=O)OCC(=O)c3cccs3)c2)CC(C)O1 (stereo unspecified)	-6.8%	-27.5%	-0.4%
CCOC(=O)NCc1ccc2[nH]c(C)cc2c1	·	-44.2%	4.6%
CC1CCN(S(=O)(=O)c2cc(C(=O)NCc3ccc(N(C)C)cc3)n(C)c2)CC1	8.9%	?	2.6%
CC(=O)c1cc2c(cc1NC(=O)CN1CCOCC1)OCO2	8.7%	-14.8%	5.5%
COc1ccc(S(=O)(=O)CC(=O)c2cc(C)c(O)c(C)c2)cc1	·	?	-0.5%
COc1ccc([C@@H]2CC=C(C(=O)O)[C@H](c3ccc(C(C)(C)C)cc3)N2S(=O)(=O)c2ccc(C)cc2)cc1OC	2.6%	14.6µM*	-5.6%
CCc1cccc(NC(=O)Cn2c(=O)n(CC3CCC(C(=O)NCCc4ccccc4)CC3)c(=O)c3ccccc32)c1 (stereo unspecified)	-7.5%	13µM*	-13.3%
COc1ccc(Cc2noc(CN3CCN(Cc4cccc(Cl)c4)CC3)n2)cc1OC	·	10.3µM*	-23.9%
CCOc1ccc(C2C(C#N)=C(N)N(c3sc4c(c3C#N)CCCC4)C3=C2C(=O)CCC3)cc1 (stereo unspecified)	7.1%	?	-14.7%
COc1ccc(-n2c(SCC(=O)c3c(N)n(C)c(=O)n(C)c3=O)nc3ccccc32)cc1	0.0%	-28.2%	-16.3%
CCCn1c(NCc2ccc(N(C)C)cc2)nc2ccccc21	7.8%	?	-1.6%
CC(C)n1nnnc1SCC(=O)c1c(N)n(C2CC2)c(=O)[nH]c1=O	-0.1%	-14.2%	-1.7%
O=c1c(-c2ccc(Cl)cc2)[n+]([O-])c2ccccc2n1O	-1.1%	3.4%	-8.5%
O=C(CCC(=O)N1CCN(S(=O)(=O)c2ccc(Cl)cc2)CC1)NC1CCCc2ccccc21 (stereo unspecified)	5.2%	?	-7.9%
C=CCN1C2CCCC1CC(NC(=O)Nc1cc(C)cc(C)c1)C2 (stereo unspecified)	·	?	-10.8%
Cc1ccc(S(=O)(=O)Oc2ccccc2/C=N/NC(=O)c2c(Cl)cnn2C)cc1	4.8%[56.1 µM]	?	-6.1%
Oc1ccccc1-c1cc(-c2ccc3c(c2)OCCO3)n[nH]1	4.1%	?	-9.9%
O=C(O)C/C(=C\c1ccc2c(c1)OCO2)c1nc2ccccc2s1	·	6.1%	-2.1%
CCOC(=O)c1c(C)n(C)c2ccc(OC)c(NS(=O)(=O)c3ccc(Cl)s3)c12	0.5%	?	-3.7%
O=C(COc1ccccc1Cl)OCC(=O)N1CCN(S(=O)(=O)c2ccccc2)CC1	4.4%	-3.0%	-9.4%
CC(C(=O)NCc1ccccc1)n1cc([N+](=O)[O-])cn1 (stereo unspecified)	·	-0.4%	-1.6%
Cc1[nH]c2ccccc2c1C(O)CN1CCN(c2cccc(C(F)(F)F)c2)CC1 (stereo unspecified)	5.2%	18.4µM*	-13.7%
CCOc1cccc(CN(CC)CC2CCCN(CCc3cccc(OC)c3)C2)c1O (stereo unspecified)	·	16.4µM*	-7.3%
O=C(COC(=O)C1CCC1)NCCc1ccc(Cl)cc1Cl	1.1%	11.7%	-4.8%
NC(=O)COC(=O)c1cccc(S(=O)(=O)N2CCCc3ccccc32)c1	7.5%	-27.8%	-4.6%
CCn1cc(C(=O)N2CCN(c3ccc(OC)cc3)CC2)c(=O)c2cc(S(=O)(=O)N3CCCCC3)ccc21	-0.6%	-5.3%	-12.2%
O=C(Nc1ccc(N2CCCC2)c(Cl)c1)c1cccc(-c2cc3ccccc3oc2=O)c1	5.3%	?	-1.3%
CCN1C(=O)[C@H]2[C@@H](c3ccc(-c4ccc(C(C)=O)cc4)cc3)N[C@@](C)(C(=O)OC)[C@H]2C1=O	1.5%	-24.4%	2.7%
Cc1cc(OCC(=O)NC2CCN(C)CC2)ccc1[N+](=O)[O-]	1.2%	-1.1%	-1.1%
O=C(Nc1nc2cc3c(cc2s1)OCO3)c1ccco1	·	?	-27.2%

Entries of single compounds, looked up by structure.
O=C(Nc1nc2cc3c(cc2s1)OCO3)c1ccco1 reads TDP1 inh = ·; TDP1 cell noCPT = ?; KAT2A inh = -27.2%
CCN1C(=O)[C@H]2[C@@H](c3ccc(-c4ccc(C(C)=O)cc4)cc3)N[C@@](C)(C(=O)OC)[C@H]2C1=O reads TDP1 inh = 1.5%; TDP1 cell noCPT = -24.4%; KAT2A inh = 2.7%

Remaining list, next part
SMILES	TDP1 inh	TDP1 cell noCPT	KAT2A inh
O=C(Cn1cc([N+](=O)[O-])cn1)NCc1ccccc1	4.4%	-19.0%	-8.0%
Nc1c(C(=O)Nc2ccccc2)sc2nc3c(c(-c4ccco4)c12)CCC3	-3.8%	9.2µM*	2.4%
O=C(O)c1cc(Cl)c(Cl)cc1C(=O)Nc1cccc2cccnc12	-3.4%	-27.1%	-2.0%
COc1ccccc1NC(=O)c1cc2c(CO)cnc(C)c2oc1=Nc1cccc(C(N)=O)c1	·	1.84µM*	10.1%
CCCc1ccc(-c2ccc(C(=O)O)cc2)nc1	5.3%	-5.8%	-5.6%
CCn1c(SCC(=O)Nc2ccc(Cl)cc2)nnc1C1CC1	-1.3%	-16.8%	0.5%
CC(C)Cn1c(N)c(C(=O)COC(=O)c2cccc(Cl)c2)c(=O)n(C)c1=O	0.0%	?	-2.9%
COc1ccc2c(CNCCc3ccccc3)c(C(=O)O)n(Cc3cccc(F)c3)c2c1	4.7%	18.4µM*	-14.5%
COc1ccc(CNC(=O)Cn2c(=O)nc(-c3ccccc3)c3cc(Cl)ccc32)cc1OC	3.8%	?	1.0%
CCN(CC)S(=O)(=O)c1ccc2c(c1)nc(CCC(=O)OCC(=O)Nc1cc(OC)cc(OC)c1)n2C	8.2%	-6.3%	0.1%
Cc1ccc(/C=C2/C(=O)N(c3ccccc3)C(=S)N2C)o1	2.6%	23.1µM*	-7.2%
O=C1C2ON(c3ccccc3)C(c3ccncc3)C2C(=O)N1c1ccccc1 (stereo unspecified)	-2.5%	-17.5%	-5.5%
Cc1nc2cnc(N3CCOCC3)nc2n(C2CC2)c1=O	·	-7.1%	-13.3%
OC(CN1CC=C(/C=C/c2ccc(Br)cc2)CC1)c1ccccc1 (stereo unspecified)	·	?	-2.2%
COc1cc2c(cc1OC)C1(CCCC1)CNC2c1ccc([N+](=O)[O-])cc1 (stereo unspecified)	0.0%	-28.2%	-0.6%
Cc1ccc(S(=O)(=O)Cn2nnnc2C(C(C)C)N2CCN(c3nc4ccccc4s3)CC2)cc1 (stereo unspecified)	3.3%	?	-8.9%

Compound activity: PubChem BioAssay, National Center for Advancing Translational Sciences (NCATS)
